AMA1-RON2 inh: disrupts binding of P. falciparum AMA1 to RON2; AlphaScreen AMA1-biotinylated RON2 peptide binding; Potency, µM (top dose mostly 58.2 µM), for inactives: at the highest dose activity change, negative = inhibition, actives largely listed as inhibitors; actives 0.2% (n = 360,000);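 also: potency is read from the fitted curve at half-maximal effect; 0% = vehicle wells and -100% = peptide control; nearly all actives have a fitted effect of over 45% in size; some results filed as inactive show a strong effect at the top dose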
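AMA1 (3D7) with his tag at 25 nM final met compounds first, then biotinylated RON2 peptide at 25 nM; detection used donor plus acceptor beads, 10 µg/mL apiece, read by AlphaScreen after 30 min at room temperature.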
AmpC inh detg: inhibitors of E. coli AmpC beta-lactamase with detergent. P00811. AmpC hydrolysis of nitrocefin, absorbance 480 nm, 0.01% Triton. Potency, µM (doses to about 114 µM), for the others: top-dose activity change, negative = inhibition, actives largely listed as inhibitors. actives 0.041% (n = 370,000);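 also: potency is read from the fitted curve at half-maximal effect; 0% = no-compound wells and -100% = no-enzyme wells; nearly all actives have a fitted effect of over 25% in size; some results filed as inactive show a strong effect at the top dose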
Target sequence (P00811 whole entry, looked up): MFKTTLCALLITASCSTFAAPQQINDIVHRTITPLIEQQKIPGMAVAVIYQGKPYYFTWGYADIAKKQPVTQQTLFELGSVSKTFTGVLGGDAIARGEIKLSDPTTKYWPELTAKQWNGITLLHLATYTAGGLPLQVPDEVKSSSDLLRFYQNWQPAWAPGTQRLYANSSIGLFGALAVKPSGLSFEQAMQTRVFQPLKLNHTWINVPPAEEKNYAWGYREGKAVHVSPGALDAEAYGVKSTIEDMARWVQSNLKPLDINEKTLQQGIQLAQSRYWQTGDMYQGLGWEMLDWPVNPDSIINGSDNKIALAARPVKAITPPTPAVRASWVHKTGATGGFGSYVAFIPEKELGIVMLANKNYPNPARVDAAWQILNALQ
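AmpC (5.3 nM in the dispensed reagent) in 20 mM phosphate pH 7.0 with 0.01% (detergent screen) or 0.0001% Triton X-100 was preincubated with compounds for 15 min at room temperature. Nitrocefin was then added from an 800 uM solution, and hydrolysis was followed at 480 nm.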
FBPA Giardia inh: Giardia lamblia aldolase inhibition | actives 0.71% (n = 290,000) | Potency, µM (titrated, usually from 59.6 µM), without a hit: at the highest dose activity, negative = inhibition, usual class: inhibitors | A8B2U2 | purified Giardia FBPA; also: potency is read from the fitted curve at half-maximal effect; nearly all actives have a fitted effect of over 55% in size
Target sequence (A8B2U2 whole entry, looked up): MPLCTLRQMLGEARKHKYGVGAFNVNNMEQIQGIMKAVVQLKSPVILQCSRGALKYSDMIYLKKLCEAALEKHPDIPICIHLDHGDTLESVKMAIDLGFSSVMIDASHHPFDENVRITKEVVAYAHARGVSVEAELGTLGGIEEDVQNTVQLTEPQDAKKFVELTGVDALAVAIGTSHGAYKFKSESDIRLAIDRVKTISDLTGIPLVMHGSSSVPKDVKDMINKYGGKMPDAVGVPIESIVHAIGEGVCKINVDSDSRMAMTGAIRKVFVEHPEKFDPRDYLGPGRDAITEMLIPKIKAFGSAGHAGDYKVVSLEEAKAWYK
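40 nM FBPA preincubated 10 min at RT with compound (up to 57.5 uM final), then substrate plus GAPDH/TPI/NAD/arsenate coupling and diaphorase/resazurin added. Fluorescence read after 20 min at RT, 525/598 nm.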
HCV inhibitor: HCV inhibition; AID 651820; Huh7.5.1 HCVcc-Cre infection, luciferase reporter, 44 h; Potency, µM (titrated, usually from 41.8 µM), without a hit: top-dose activity change, negative = inhibition, hits mostly inhibitors; actives 3.4% (n = 340,000); also: potency is read from the fitted curve at half-maximal effect
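Compounds are dispensed onto cells plated 4 h earlier at 1,000 per well, with HCVcc-Cre virus (about 0.5 moi) added next. Following 44 h of culture, luminescent signal is measured for 15 sec after 15 min with substrate at room temperature.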
Sm TGR block: blocks Schistosoma mansoni thioredoxin glutathione reductase. Q962Y6. purified TGR, DTNB reduction, TNB absorbance 405 nm. Potency, µM (series often up to 114 µM), inactives show at the highest dose activity change, negative = inhibition, actives largely listed as inhibitors. actives 3% (n = 360,000). AID 485364; also: potency is read from the fitted curve at half-maximal effect; nearly all actives have a fitted effect of over 60% in size
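First, TGR (20 nM dispensed) and NADPH were mixed with compound. Second, a 15 min room-temperature incubation followed. Third, further NADPH and then DTNB were added to start the reaction. Finally, TNB absorbance was monitored kinetically.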
HCMV antiviral: human cytomegalovirus inhibition; HFF cells, HCMV-luciferase reporter, 72 h; active compounds read low; activity change, negative = inhibition, % at 57.5 µM; actives 4.5% (n = 410,000); AID 1259415; in the data active = activity change below about -60%; inconclusive = no clear call, values can overlap the other calls; inactive = above about -39%
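Cell-based, HFFs, 1000 cells/well, 16 h 37C; cpds in DMSO + HCMV-luc, MOI 1 PFU/cell; 72 h 37C; OneGlo luminescence after 5 min RT; norm. to buffer vs Salinomycin 10uM.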
* hit, by the source's call; ? = inconclusive; . = no result given; [ ] = dose if it differs, or a comment. Unless noted, calls follow the shape of the dose curve; as a rule, active = well fitted curve in the direction sought with a large enough effect; inconclusive = small, poorly fitted or top-dose-only effect, or another doubt; inactive = no such curve, though single readings can be large; an effect the other way counts as inactive or inconclusive. Unless noted, % is scaled to controls: 0 for no effect and ±100 for the full control effect.

SMILES	AMA1-RON2 inh	AmpC inh detg	FBPA Giardia inh	HCV inhibitor	Sm TGR block	HCMV antiviral
COc1ccc(NC(=O)C(Sc2nnc3ccccn23)c2ccccc2)cc1Cl (configuration not stated)	-10%[2.32 µM]	?	11%	4%	-3%	-31
c1ccc(Cc2nn[nH]n2)cc1	-6%	?	-28%	18%	0%	-2
CCc1ccc(N(CC)C(=O)c2cc3c(=O)oc4ccc(C)cc4c3s2)cc1	.	-8%	.	.	0%	6
NS(=O)(=O)c1cccc(NC(=O)COC(=O)Cc2n[nH]c(=O)c3ccccc23)c1	1%	4%	.	5%	-20%	8
COc1ccc(-c2c(NC(C)=O)n(C)c3ccccc3c2=O)cc1	10%	?	0%	-6%	-1%	68
CC(=O)Nc1ccc(NC(=O)CSc2cn(CC(=O)N(C(C)C)C(C)C)c3ccccc23)cc1	.	4%	.	.	-8%	7
COC(=O)C(C)NC(=O)C12CC3CC(C1)CC(c1ccc(C)cc1)(C3)C2 (configuration not stated)	3%	-10%	3%	7%	-1%	-39
NC(=O)CSc1nnc(Cc2ccc3c(c2)OCO3)o1	0%	-7%	8%	22%	.	-3
COc1ccc(C=O)cc1COc1c(F)c(F)cc(F)c1F	16%	?	-9%	21%	4%	-26
COc1ccccc1C(=O)COC(=O)c1ccc(Cl)nc1	9%	0%	.	-9%	0%	-6
Nc1cc(=O)[nH]c(SCc2csc(-c3ccccc3)n2)n1	0%[2.32 µM]	-7%	3%	?	5%	-19
CCCOc1ccc(C2c3c(oc4ccccc4c3=O)C(=O)N2c2ccc(C)cn2)cc1OCC (configuration not stated)	.	23%	.	.	6%	-4
O=C(O)c1ccccc1C(=O)NC1=NN(c2ccccc2)CC1	-13%	-5%	7%	12%	-33%	7
COc1cc(NC(=O)COCc2cc(-c3ccc4c(c3)OCO4)on2)c(OC)cc1Cl	.	-1%	.	.	1%	19
O=S(=O)(N1CCCCCC1)N1CCNCC1	5%	-15%	?	10%	1%	4
CCCNC(=O)CSc1nc(COc2ccccc2)nc2ccccc12	-13%	5%	3%	3%	0%	-38
Cc1cccc(C)c1NC(=O)CNC(=O)C(Cc1ccccc1)NC(=O)c1ccccc1 (configuration not stated)	-12%	4%	.	22%	-28%	8
COc1ccc(CNC(=O)CCCCCNC(=O)N2CCn3c2nc2ccccc23)cc1	1%	-1%	.	-6%	-5%	2
Cc1ccc2c(c1)NC(=O)C(CC(=O)Nc1ccc(Br)c(C)c1)O2 (configuration not stated)	0%	1%	3%	1%	-2%	?
CCN1CCN(CC(=O)N2N=C(c3cccs3)CC2c2ccc(OC)cc2)C(=O)C1=O (configuration not stated)	15%	-8%	4%	-3%	3%	-38
CCOC(=O)c1scc(-c2ccccc2)c1S(=O)(=O)Nc1ccc(N(C)C)cc1	.	7%	.	.	-16%	-19
O=C(CCCn1c(=S)[nH]c2cc3c(cc2c1=O)OCO3)NCCc1ccccc1Cl	116%[activator]	-1%	.	-27%	2%	4
CCC1(c2ccc(Cl)cc2)NC(=S)N(c2ccc(C)c(C)c2)N1 (configuration not stated)	130%[activator]	2%	5%	8%	-27%	46
O=C(Cc1ccccc1)N/N=C/c1ccc2c(c1)OCO2	-1%	1%	8%	8%	27%	45
O=c1[nH]c(O)c(C=Nc2ccc(Cl)cc2Cl)c(=O)[nH]1	-1%	11%	2%	13%	-5%	8
Cc1ccc(NC(=O)CCCn2c(=O)oc3ccccc32)c(O)c1	-15%	-6%	.	7%	6%	47
COC(=O)C1=C(c2ccc(F)cc2F)C[C@@H]2CC[C@H]1N2C(=O)NC1Cc2ccccc2C1	3%	0%	.	-5%	-22%	8
CSc1nc2c(c(=O)[nH]c(=O)n2C)n1Cc1ccccc1Cl	-2%	-6%	8%	-12%	-16%	-3
CCNC(=S)N1CCC(c2nc3ccccc3s2)CC1	-6%	-7%	6%	-29%	-7%	-20
CCCC(OC(=O)CN1C(=O)COc2ccccc21)C(=O)NC1CCCC1 (configuration not stated)	-5%	0%	0%	15%	-6%	73
CCOC(=O)c1c(NC(=O)COc2ccc(Cl)cc2C)sc2c1CCCCC2	.	10%	.	.	50%[activator]	8
O=C(CC1C(=O)NCCN1Cc1ccc(-c2ccccc2)cc1)NCCc1ccccn1 (configuration not stated)	85%[activator]	-4%	-22%	-8%	?	56
Nc1nn2c(-c3ccccc3)cc(=O)[nH]c2c1N=Nc1ccc(Br)cc1	75%[activator]	2%	-1%	4%	.	9
COc1ccc(NS(=O)(=O)c2cc(NC(=O)Cc3c(F)cccc3Cl)ccc2OC)cc1	-9%	6%	.	13µM*	-5%	-29
CCOC(=O)CNC(=O)CSc1nnc(Cn2c(=O)sc3ccccc32)n1C	3%	?	0%	-13%	4%	-5
CCCC(=O)Nc1ccc(NC(=O)C2CC2)cn1	1%	-8%	4%	1%	-6%	-27

Quoted at random: 2 records from the list.
SMILES	AMA1-RON2 inh	AmpC inh detg	FBPA Giardia inh	HCV inhibitor	Sm TGR block	HCMV antiviral
Cc1ccc(NC(=O)CCCn2c(=O)oc3ccccc32)c(O)c1	-15%	-6%	.	7%	6%	47
COC(=O)C1=C(c2ccc(F)cc2F)C[C@@H]2CC[C@H]1N2C(=O)NC1Cc2ccccc2C1	3%	0%	.	-5%	-22%	8

Next structures.
SMILES	AMA1-RON2 inh	AmpC inh detg	FBPA Giardia inh	HCV inhibitor	Sm TGR block	HCMV antiviral
CC(C)c1c(O)c2c(n(-c3ccccc3)c1=O)CCCC2	-4%	-11%	-10%	14%	-3%	-35
Cc1oc(-c2ccccc2F)nc1CS(=O)CC(=O)NCc1ccccn1 (configuration not stated)	68%[activator]	-7%	.	17%	9%	-21
C=C1CCN([C@@H](CC(C)C)C(=O)N2CCCC2)S(=O)(=O)c2ccccc21	-5%	.	.	5%	.	2
O=C(C1=C[C@H](c2ccc(Br)cc2)C[C@H](OCc2ccc(CO)cc2)O1)N1CCN(Cc2ccc3c(c2)OCO3)CC1	-19%	-1%	-8%	?	?	?
CC1CC(=O)NN=C1c1ccc(NCCO)c([N+](=O)[O-])c1 (configuration not stated)	19%	-1%	1%	16%	-4%	2
Cc1nn(-c2ccc(F)cc2)c2sc(C(=O)O)cc12	-2%	-18%	15%	18%	-1%	-31
CCOC(=O)c1c(NC(=O)COC(=O)c2nc(Cl)ccc2Cl)sc(C(=O)N(C)C)c1C	-22%	-2%	.	5%	-2%	-3
CCOC(=O)N1CCN(CC(O)COc2ccc(OC)cc2C(C)(C)C)CC1 (configuration not stated)	5%	?	-11%	5%	-6%	34
O=C(NCCSc1ncc(-c2ccccc2)[nH]1)c1ccco1	-8%	-14%	.	-8%[8.37 µM]	0%	-26
COc1cccc(C2CC(=O)C3=C(C2)Nc2ccccc2N(C(=O)CCC(=O)O)C3c2ccc(F)cc2)c1 (configuration not stated)	-1%	0%	?	-12%	0%	-33
O=C(CN1C(=O)NC2(CCCC2)C1=O)OCCOc1ccc(Cl)cc1	23%	2%	.	31%[activator]	5%	-34
O=C(NN1CCOCC1)c1cn(-c2ccccc2)nc1-c1cccs1	0%	-8%	-1%	-14%	-1%	-13
Cc1ccc(/C=N/n2cnc3sc(-c4ccccc4)cc3c2=O)o1	-3%	-2%	3%	-26%	-6%	54
CC1CCC(NC(=O)Cn2cc3c(n2)CCCC3)CC1 (configuration not stated)	2%	-15%	0%	7%	8%	55
CCN(CC)C(=O)c1c([N+](=O)[O-])c(C(C)(C)C)nn1C	7%	-14%	3%	-9%	1%	4
CN1C(=O)C(N=Nc2ccccc2C(=O)O)N(C)C1=S (configuration not stated)	-11%	-3%	-14%	-3%	.	-39
Cc1cnc(C(=O)Nc2ccc(OC(F)(F)F)cc2)cn1	-3%	-2%	0%	-9%	-2%	99
O=C(Cc1cccc2ccccc12)NCC1CCCO1 (configuration not stated)	-19%	5%	0%	0%	8%	-38
Cc1c(C(=O)N(Cc2ccc(N(C)C)cc2)CC2CCCO2)oc2ccc(Cl)cc12 (configuration not stated)	.	15%	.	.	0%	42
O=C(CSc1nc(O)cc(=O)[nH]1)N1CCOCC1	-11%	5%	-13%	-4%	3%	-21
COc1ccc(NC(=O)CN2C(=O)CN=C(c3ccccc3)c3ccccc32)c(OC)c1	.	-1%	.	.	10%	2
COCCNC(=O)CCSc1nc(-c2ccc3c(c2)OCO3)cc(C(F)(F)F)n1	.	27%	.	.	-8%	-23
COc1ccc(NC(=O)Nc2ccc3c(c2)C(=O)N([C@H](C)CO)C[C@H](C)[C@@H](CN(C)S(=O)(=O)c2ccc(OC)cc2)O3)cc1	-9%	.	.	14%	.	61
O=C(Cc1ccc(S(=O)(=O)N2CCOCC2)s1)Nc1ccc2c(c1)CCC2	-5%	-12%	-1%	?	6%	-12
Cc1cc(C)c(S(=O)(=O)Nc2ccc(-c3ccc(N4CCCCCC4)nn3)cc2)cc1C	.	-1%	.	.	2%	-11
COC(OC)c1ccnc(SCc2ccccc2Cl)n1	-3%	-3%	2%	-10%	0%	-29
O=C(CN1CCN(c2ccccc2F)CC1)c1ccc2cc[nH]c2c1	-8%	?	-18%	13%	?	74
CN(Cc1nc2ccccc2c(=O)[nH]1)C(=O)c1cccc(S(=O)(=O)N2CCCC2)c1	-3%	3%	.	-5%	-4%	1
O=C(CSc1nnc(-c2cccc(Cl)c2)o1)Nc1ccc2c(c1)OCCO2	47%[activator]	?	-1%	10%	-1%	135
O=C(Nc1cccc(F)c1)C1CCCN1S(=O)(=O)c1cccc2cccnc12 (configuration not stated)	-1%	?	8%	-24%	5%	18
CC(=O)OC(C(=O)NC1CCCCC1)c1ccccc1F (configuration not stated)	-9%	-7%	-6%	22%	6%	-23
CC(=O)Nc1ccc(NC(=O)/C=C/c2ccc(Cl)cc2)cc1	-10%	?	0%	6%	9%	13
CCc1cccc2c(C(=O)C(NC(C)CC)c3ccccc3)c[nH]c12 (configuration not stated)	8%	.	9%	11µM*	13%	-22
CSc1cccc(NC(=O)CN(c2cc(C)ccc2C)S(C)(=O)=O)c1	0%	?	-3%	-6%	4%	16
Cc1cc(C)cc(N(C(=O)c2ccc(Br)o2)C2C=CS(=O)(=O)C2)c1 (configuration not stated)	-21%	-1%	-5%	10%	-6%	32
CCCN1C=CC(=CC=C(C#N)C#N)C=C1	-26%	1%	-16%	7%	11%	11
CCn1c(=O)cc(O)c2ccccc21	-7%	?	-15%	9%	-9%	-26

Single records, as listed above. Values in the order: AMA1-RON2 inh | AmpC inh detg | FBPA Giardia inh | HCV inhibitor | Sm TGR block | HCMV antiviral
Cc1cc(C)c(S(=O)(=O)Nc2ccc(-c3ccc(N4CCCCCC4)nn3)cc2)cc1C is listed as . | -1% | . | . | 2% | -11
O=C(CSc1nnc(-c2cccc(Cl)c2)o1)Nc1ccc2c(c1)OCCO2 is listed as 47%[activator] | ? | -1% | 10% | -1% | 135
CC(=O)OC(C(=O)NC1CCCCC1)c1ccccc1F (configuration not stated) is listed as -9% | -7% | -6% | 22% | 6% | -23
CCCN1C=CC(=CC=C(C#N)C#N)C=C1 is listed as -26% | 1% | -16% | 7% | 11% | 11
CSc1cccc(NC(=O)CN(c2cc(C)ccc2C)S(C)(=O)=O)c1 is listed as 0% | ? | -3% | -6% | 4% | 16

Screening data: PubChem, National Center for Advancing Translational Sciences (NCATS)
